PREPL inh – PREPL enzyme inhibitors, primary screen, biochemical, fluorescence polarization; Prolyl endopeptidase-like (Homo sapiens), Q4J6C6; inhibition, % at 5.96 µM; recombinant PREPL, fluorescence polarization activity-based probe; hit rate 0.68% among 320,000; in the data active means inhibition above about 43%;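 further: 0% = enzyme with DMSO and 100% = wells lacking enzyme; many of its hits are not listed in these tables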
PME-1 primary – PME-1 inhibitors via competitive probe labeling, primary screen, biochemical, fluorescence polarization, FP-Rh probe, HTS; recombinant PME-1; AID 2130, 2009; hit rate 0.53% among 320,000; Protein phosphatase methylesterase 1 (Homo sapiens), Q9Y570; inhibition, % at 5.9 µM;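 active means inhibition above the campaign mean of all compounds plus 3 SD, cut at about 26% in these data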;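 further: competitive labeling of PME-1 active site by serine hydrolase directed probe; 0% = PME-1 with DMSO and 100% = wells lacking PME-1 enzyme; inhibitors block probe labeling so polarization falls and inhibition rises; many of its hits are not listed in these tables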
Target sequence (Q9Y570 whole entry, looked up): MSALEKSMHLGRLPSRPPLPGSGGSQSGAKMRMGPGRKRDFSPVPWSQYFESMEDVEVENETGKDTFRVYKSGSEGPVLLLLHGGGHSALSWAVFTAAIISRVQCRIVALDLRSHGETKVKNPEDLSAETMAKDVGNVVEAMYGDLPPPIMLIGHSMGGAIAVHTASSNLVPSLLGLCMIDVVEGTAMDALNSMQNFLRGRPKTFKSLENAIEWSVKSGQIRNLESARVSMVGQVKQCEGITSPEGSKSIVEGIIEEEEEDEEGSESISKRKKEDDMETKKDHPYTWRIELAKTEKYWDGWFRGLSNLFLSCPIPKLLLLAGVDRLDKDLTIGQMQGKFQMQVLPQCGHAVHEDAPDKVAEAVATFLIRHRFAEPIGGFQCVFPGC
LYPLA2 inh – LYPLA2 inhibitors, primary screen, counter-screen for PME1 inhibitor project, biochemical, fluorescence polarization, FP-Rh probe ABPP; Acyl-protein thioesterase 2 (Homo sapiens), O95372; recombinant LYPLA2; inhibition, % at 5.9 µM; hit rate 0.38% among 320,000; AID 2177, 2009;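 active means inhibition above the screen-wide mean plus 3 SD, limit set per campaign, cut at about 26% in these data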;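 further: 0% = LYPLA2 with DMSO and 100% = wells lacking LYPLA2 enzyme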
GSTO1 counter – inhibitors of recombinant GSTO1, primary screen, counter-screen for RBBP9 inhibitor project, biochemical, fluorescence polarization; activity-based probe fluorescence polarization; inhibition, % at 5.96 µM; hit rate 1.1% among 300,000; AID 1974, 2009;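 active means inhibition above the campaign mean inhibition plus 3 SD, cut at about 35% in these data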;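 further: 0% = GSTO1-1 with DMSO and 100% = wells lacking GSTO1-1 enzyme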
pPAFAH FP inh – pPAFAH enzyme inhibitors, primary screen, biochemical, fluorescence polarization, human | recombinant pPAFAH, FP-rhodamine probe fluorescence polarization | Platelet-activating factor acetylhydrolase (Homo sapiens), Q13093 | inhibition, % at 3.39 µM | AID 463082, 2010 | hit rate 1.5% among 330,000;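 active means inhibition above the mean inhibition across the screen plus 3 SD, cut at about 25% in these data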;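 further: inhibitors block binding of the rhodamine activity-based probe so polarization drops; 0% = enzyme with DMSO and 100% = wells lacking pPAFAH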
LYPLA1 counter – LYPLA1 inhibitors, primary screen, counter-screen for PME1 inhibitor project, biochemical, fluorescence polarization, FP-Rh probe ABPP. recombinant LYPLA1. Acyl-protein thioesterase 1 (Homo sapiens), O75608. AID 2174, 2009. hit rate 0.16% among 320,000. inhibition, % at 5.9 µM;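 active means inhibition above the mean of all tested compounds plus 3 SD, set per campaign, cut at about 14% in these data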;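 further: inhibitors block serine hydrolase probe labeling of LYPLA1 so polarization falls; 0% = enzyme with DMSO and 100% = wells lacking LYPLA1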
PAFAH1B3 FP inh – PAFAH1B3 enzyme inhibitors, primary screen, biochemical, fluorescence polarization, human; inhibition, % at 3.39 µM; hit rate 0.28% among 340,000; recombinant PAFAH1B3, FP-rhodamine probe;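 active means inhibition above the screen-wide average of all tested compounds plus 3 SD, cut at about 25% in these data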;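 further: 0% = enzyme with DMSO only and 100% = wells lacking PAFAH1B3 protein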
PAD4 inh – human PAD4 inhibitors, primary screen, biochemical, fluorescence polarization, 1536-well format | recombinant PAD4, RCA probe fluorescence polarization | inhibition, % at 6.36 µM | hit rate 0.41% among 330,000 | AID 485272, 2010;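 active means percent inhibition above a cutoff equal to the mean of all tested compounds plus 3 SD, cut at about 15% in these data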;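 further: 0% = PAD4 with RCA probe and DMSO and 100% = probe without PAD4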
Target sequence (Q9UM07 whole entry, looked up): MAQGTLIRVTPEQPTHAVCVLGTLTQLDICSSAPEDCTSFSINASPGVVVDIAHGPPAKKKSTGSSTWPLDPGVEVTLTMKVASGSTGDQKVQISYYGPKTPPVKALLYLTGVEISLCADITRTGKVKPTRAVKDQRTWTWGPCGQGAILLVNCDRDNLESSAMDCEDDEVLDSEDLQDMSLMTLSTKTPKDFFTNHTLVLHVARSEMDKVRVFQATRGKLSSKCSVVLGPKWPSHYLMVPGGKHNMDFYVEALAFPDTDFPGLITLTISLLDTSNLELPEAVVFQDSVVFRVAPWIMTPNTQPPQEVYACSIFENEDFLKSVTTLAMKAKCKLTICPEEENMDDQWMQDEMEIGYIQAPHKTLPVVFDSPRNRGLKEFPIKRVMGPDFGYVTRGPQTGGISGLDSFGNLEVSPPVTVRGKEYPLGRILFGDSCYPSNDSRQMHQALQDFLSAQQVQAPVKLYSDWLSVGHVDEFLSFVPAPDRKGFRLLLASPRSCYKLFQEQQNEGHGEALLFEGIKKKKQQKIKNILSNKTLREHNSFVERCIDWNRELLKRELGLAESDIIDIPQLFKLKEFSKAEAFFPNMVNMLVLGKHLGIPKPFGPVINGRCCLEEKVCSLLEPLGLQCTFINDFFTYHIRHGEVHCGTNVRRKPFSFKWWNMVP
PAFAH1B2 inh – PAFAH1B2 enzyme inhibitors, primary screen, biochemical, fluorescence polarization, human | inhibition, % at 3.39 µM | Platelet-activating factor acetylhydrolase IB subunit alpha2 (Homo sapiens), P68402 | hit rate 1.2% among 340,000 | recombinant PAFAH1B2, FP-rhodamine activity probe;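 active means inhibition above the mean of all tested compounds plus 3 SD, cut at about 24% in these data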;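 further: 0% = enzyme with DMSO and 100% = wells lacking PAFAH1B2; many of its hits are not listed in these tables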
Numbers without * were called inactive; x = no result given.

SMILES	PREPL inh	PME-1 primary	LYPLA2 inh	GSTO1 counter	pPAFAH FP inh	LYPLA1 counter	PAFAH1B3 FP inh	PAD4 inh	PAFAH1B2 inh
CCN(CC)c1ccc2cc(C(N)=O)c(=O)oc2c1	4	4	-2	2	3	2	4	13	6
COc1ccc(C(=O)NCc2ccccc2OC)cc1	-3	-2	5	-1	4	1	-6	1	3
COc1ccc(C(=O)NNC(=O)C2=NN(c3ccccc3)C(=O)CC2)cc1	12	5	-2	3	-4	-1	3	-3	3
CCOc1ccc(N(Cc2cc3ccc(C)cc3[nH]c2=O)C(=O)COC)cc1	-18	-6	2	2	1	-1	4	-1	6
O=C(Nc1ccon1)c1cc2ccccc2oc1=O	5	-3	4	0	5	1	4	-2	2
CO[C@@]12[C@H](COC(N)=O)C3=C(C(=O)C(C)=C(N)C3=O)N1C[C@@H]1N[C@@H]12	9	-4	1	7	6	1	5	-4	1
O=C(Nc1nc2ccccc2n1CCN1CCCCC1)c1ccc(Cl)cc1	6	0	-4	-3	2	-4	x	0	x
CCOc1ccc(S(=O)(=O)NCCC(=O)Nc2ccncc2)cc1	-8	-1	0	5	3	1	-2	1	-1
O=C(NCc1ccccc1Cl)c1ccncc1	12	-3	-2	-3	-1	0	8	-5	4
O=C(O)CCCN=C1CCCc2ccccc2N1	-6	-7	-8	3	-13	-8	6	-12	3
CC1CCN(CCCNC(=O)c2nn(C)c3c2CS(=O)(=O)c2ccccc2-3)CC1	-2	2	0	5	0	2	-1	-1	-1
CCn1nnnc1SCCSc1nnnn1CC	1	0	0	10	0	-3	-3	-1	-2
CCN(CC)C(=O)[C@H]1CC(CC(=O)NCCC2=CCCCC2)C(=O)N2CCc3c([nH]c4ccc(OC)cc34)[C@]12C (some centres not stated)	x	x	x	x	12	x	6	1	3
Nc1ccc(N2CCCCC2)c(S(=O)(=O)Nc2ccccc2Cl)c1	2	8	9	12	15	3	7	-2	5
O=S(=O)(c1ccc2ccccc2c1)N1CCN(C2Cc3ccccc3C2)CC1	-26	-1	0	1	-6	-6	2	-2	3
C=CCN1C(=O)C2(NC(=O)c3ccccc3N2)c2ccccc21 (configuration not stated)	3	-2	6	-1	6	-1	8	-5	9
N#C/C(=C\c1ccc(N2CCOCC2)c([N+](=O)[O-])c1)c1nc2ccccc2[nH]1	45*	15	31*	4	14	12	2	-5	3
O=C(CSc1nnc(NC(=O)c2ccc(F)cc2)s1)NCc1ccco1	-5	2	4	-6	4	5	5	-2	0
Cc1c(NC(=O)c2cc3nc(-c4ccc(Cl)cc4)cc(C(F)(F)F)n3n2)c(=O)n(-c2ccccc2)n1C	11	-2	3	7	4	1	7	1	4
CC(C)CC(C(=O)Nn1cnnc1)N1C(=O)c2ccccc2C1=O (configuration not stated)	11	-10	-9	6	-5	-3	0	1	-1
CCN1C(=O)N[C@@H](c2ccccc2)[C@H](C(C)=O)[C@H]1C	10	4	-5	-2	3	-3	10	1	3
O=C1C=C(NCCOC23CC4CC(CC(C4)C2)C3)C2(CCCCC2)O1	0	-1	-7	0	4	-1	-8	-3	9
Cc1ccc(S(=O)(=O)N2CCC(C(=O)NCc3ccccc3CN3CCCC3)CC2)cc1C	14	12	1	x	0	2	1	0	1
Cc1cc(C)c2c3c(sc2n1)C(c1cccc(F)c1)C(C#N)=C(N)O3 (configuration not stated)	8	-4	-4	-4	4	-2	2	-1	0
CCN1CCN(C(=O)c2ccc(Sc3ccccc3Cl)c([N+](=O)[O-])c2)CC1	8	11	18	-2	8	0	3	2	11
CC1CCCCC1NC(=O)c1ccc(S(=O)(=O)NCc2ccco2)cc1 (configuration not stated)	4	-2	-3	3	2	-2	0	8	4
CCOC(=O)C1CCN(C(=O)COC(=O)c2ccc3c(c2)C(=O)N(c2ccc(OCC)cc2)C3=O)CC1	11	-3	9	6	4	0	2	2	-5
CC(OC(=O)c1cc2c(s1)CCCCC2)C(=O)NC(N)=O (configuration not stated)	-5	2	-1	7	10	-2	-3	2	4
CCOC(=O)c1csc(NC(=O)CC2CCCC2)n1	-5	-12	-8	16	-3	-5	-5	-8	3
Cc1nn2cc(-c3ncc(C(F)(F)F)cc3Cl)cnc2c1Br	-7	0	-7	0	4	-1	x	-2	x
NC(=O)c1cc(S(=O)(=O)N2CCCCC2)cs1	3	3	6	-1	1	5	0	0	4
O=C(Cn1ccc([N+](=O)[O-])n1)NCc1ccco1	5	2	-1	-2	1	-2	-1	-2	5
Cn1c(=O)c2c(nc(OCc3cccnc3)n2Cc2ccccc2)n(C)c1=O	13	-6	2	-6	4	2	-3	-4	1
O=C(O)C1=C[C@H](c2ccccc2)C[C@H](OCCCCO)O1	5	6	3	3	8	1	4	-5	4
COc1cc(NC(=O)n2ncc3cc(Cl)ccc32)cc(OC)c1	-2	-10	-5	3	6	-2	8	-1	6
O=C(CCN1C(=O)/C(=C\c2ccco2)SC1=S)Nc1ccc(C(=O)O)c(O)c1	0	-33	-6	19	49*	-8	11	-25	1
CCOc1ccc(C(=O)Nc2cccc3ncccc23)cc1Br	-3	-2	10	-8	-2	0	7	-5	0
O=C(NCC1CCCO1)c1ccc2c(c1)C(=O)N(c1cccc([N+](=O)[O-])c1)C2=O (configuration not stated)	11	2	11	-2	0	-1	2	1	1
Cc1cc(-c2[nH]nc3c2C(c2ccc(Cl)cc2)C(C#N)=C(N)O3)c(C)s1 (configuration not stated)	-22	-4	4	29	1	1	5	-14	16
COc1ccc(OCC(=O)N2CCN(C(=O)c3ccccc3)CC2)cc1	8	-11	-2	2	0	-3	14	-6	0
CC(C)(CNC(=O)c1sc2cc(F)ccc2c1Cl)N1CCOCC1	-1	4	1	7	-1	2	17	-5	-4
COc1ccc2cc(C(=O)C3CCCN(C(=O)c4cc5nc(C)cc(C)n5n4)C3)ccc2c1 (configuration not stated)	31	3	0	-2	0	-2	-1	4	-1
COC(=O)c1ccc(NCCc2csc(-c3ccc(C)cc3)n2)c([N+](=O)[O-])c1	-7	-3	-2	-6	1	1	5	-1	1
O=C(CN1CCCC1)Nc1c(C(=O)C2CC2)oc2ccccc12	-35	-8	8	-2	5	-1	0	3	0
O=C(O)c1ccc(Cn2cc(Cl)cn2)cc1	15	-6	11	0	-1	-4	14	-2	8
CCCCN(C(=O)CSCC(=O)Nc1cccc(C)c1)c1c(N)n(CCCC)c(=O)[nH]c1=O	2	0	3	0	-3	2	0	1	3
Cc1ccc(-c2nc(N)c3c(-c4ccc(C)cc4)nn(C(C)(C)C)c3n2)cc1	15	-6	-4	-1	-4	1	3	-1	4
O=S1(=O)CCN(Cc2ccccn2)CC1	1	0	-1	0	-4	-1	0	3	2
Cc1ccc(-c2n[nH]c(=O)c3ccccc23)c(C)c1	-6	-2	-4	5	-3	0	1	-1	3
COc1ccc(-c2ccccc2)c2oc(-c3ccco3)cc(=O)c12	1	-1	-9	0	7	-7	x	-4	x
Cc1cccc[n+]1CC(=O)c1ccc(NC(=O)c2ccccc2)cc1	11	-2	2	7	-1	1	0	-2	1
Cc1cccc(NC(=O)CSc2nnc(-c3ccc(S(=O)(=O)N4CCCC4)cc3)o2)c1	12	-3	-1	9	-1	1	6	8	3
O=C(O)C1CC(O)CN1c1nc(Cl)ccc1[N+](=O)[O-] (configuration not stated)	-1	0	7	18	3	3	4	0	2
CCCCOc1ccc(S(=O)(=O)N2CCN(C)CC2)cc1	-3	-6	-7	-3	-4	-3	3	0	6
CCN(CC)c1ccc(NC(=O)CCc2nnc3ccc(N4CCCCC4)nn23)c(C)c1	5	-4	-4	10	6	0	0	-5	5
Cc1ccc2nsnc2c1S(=O)(=O)Nc1ccccc1C(=O)O	6	-2	0	-18	5	-2	2	4	8
CC1CCN(c2nc3ccccc3nc2N2CCC(C)CC2)CC1	2	-1	-8	3	2	-3	x	-1	x
COc1ccccc1NC(=O)C1=C(C)Nc2nc(-c3cccs3)nn2C1c1cccnc1 (configuration not stated)	2	5	-5	5	5	-2	7	-3	-3
Cc1cc(S(=O)(=O)NCc2ccccc2)ccc1OCC(=O)NCC1CCCO1 (configuration not stated)	-2	3	1	8	1	-1	0	1	8
CCOC(=O)C1CCN(C(=O)Cn2nc(C)n3c(cc4cc(C)ccc43)c2=O)CC1	8	2	0	4	-5	2	1	-6	2

New compounds follow:
SMILES	PREPL inh	PME-1 primary	LYPLA2 inh	GSTO1 counter	pPAFAH FP inh	LYPLA1 counter	PAFAH1B3 FP inh	PAD4 inh	PAFAH1B2 inh
Cc1ccc(CSCCNC(=O)c2ccc(NS(C)(=O)=O)cc2)cc1	7	-5	1	13	6	-3	2	-4	6
COc1ccc(N2CCN(C(=O)c3cc4c(-c5ccc(Cl)cc5)nn(C)c4s3)CC2)cc1	-4	2	8	2	-1	3	2	-2	-5
Cc1cc(C(=O)OCn2nnc3ccccc3c2=O)c(C)o1	-1	3	-1	0	4	-3	8	-6	-3
O=[N+]([O-])c1ccccc1/C=C/C=N/n1c(-c2ccco2)n[nH]c1=S	-2	1	-3	12	8	0	3	4	0
Cc1nc2ncnn2c(C)c1Cc1ccc(Cl)cc1	0	2	6	-1	1	4	8	-4	0
O=c1[nH]c(Cn2nnc(-c3ccccc3)n2)nc2scc(-c3ccccc3)c12	8	-25	-15	-13	-8	-6	3	-2	-7
N#CCCn1c(O)c(N=NC(=O)CNC(=O)c2cccs2)c2ccccc21	2	1	2	3	4	-1	6	0	3
O=C(O)c1ccc(NC(=S)N2CCCCC2)cc1	3	-8	-3	3	4	0	3	-3	10
Cc1ccc2nc(-c3ccc(F)cc3)nc(SCC(=O)NCC3CCCO3)c2c1 (configuration not stated)	-2	-5	-1	2	0	-2	10	-2	0
CN(C)c1ccc(CNc2ncn[nH]2)cc1	7	-5	3	7	1	-2	5	-5	3
Cc1ccccc1Nc1ncc(C#N)c(N)n1	9	-12	-2	-7	-8	0	x	5	x
Cc1ccc2c(c1)C1CC(C)(O2)N(c2cccc(C(=O)N3CCN(c4ccccn4)CC3)c2)C(=O)N1 (configuration not stated)	23	3	6	7	-1	3	6	3	-1
COc1ccc(Cc2ccc(OC)c(N)c2)cc1N	4	4	-4	4	0	-4	7	-7	-1
CCSc1nnc(NC(=O)C2Cc3ccccc3CN2C(=O)c2ccco2)s1 (configuration not stated)	-2	-5	1	-2	20	-2	2	-6	6
CCCn1cc(SCC(=O)Nc2nnc(C)s2)c2ccccc21	2	3	-2	0	4	-3	6	0	4
COc1ccc(C(O)C(CC(=O)NCCCOC(C)C)C(=O)NCCCOC(C)C)cc1OC (configuration not stated)	14	-3	6	2	0	5	2	0	16

Compound activity: PubChem BioAssay, The Scripps Research Institute Molecular Screening Center

Some of the compounds tested; rates above refer to the full screens.
